rCAG binder: binds r(CAG) RNA repeats; r(CAG) RNA repeat, TO-PRO-1 dye displacement fluorescence; inhibition, % at 3 µM; 1.3% of 370,000 active; AID 651821;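 active = inhibition above the plate cutoff, the mean of all test compounds on that plate plus 3 SD, cut at about 35% in these data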;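 also: 0% = DMSO alone and 100% = 100 µM mitoxantrone as full dye displacement; higher means more dye released from RNA so lower well fluorescence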
TDP2 absorb: TDP2 (human) inhibition, absorbance primary screen | inhibition, % at 12.8 µM | 0.34% of 370,000 active | recombinant TDP2, T5PNP hydrolysis, p-nitrophenol absorbance 415 nm;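 active = inhibition above the mean of all tested compounds plus 3 SD, set per campaign, cut at about 25% in these data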;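 also: 0% = DMSO with enzyme and 100% = buffer with substrate but no TDP2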
Target sequence (O95551 whole entry, looked up): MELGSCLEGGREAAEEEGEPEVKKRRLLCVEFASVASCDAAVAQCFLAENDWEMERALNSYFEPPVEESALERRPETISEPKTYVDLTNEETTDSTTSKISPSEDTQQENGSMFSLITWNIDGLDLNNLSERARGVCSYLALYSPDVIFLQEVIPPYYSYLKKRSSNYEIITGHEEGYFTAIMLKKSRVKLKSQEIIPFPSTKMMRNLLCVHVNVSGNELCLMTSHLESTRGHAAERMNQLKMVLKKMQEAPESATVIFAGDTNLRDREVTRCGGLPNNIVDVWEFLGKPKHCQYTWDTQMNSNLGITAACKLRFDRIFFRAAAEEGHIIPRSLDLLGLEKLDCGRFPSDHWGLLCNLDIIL
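Assay system: Recombinant human TDP2 | Quantity: 120 nM TDP2 per well | Incubation: 2 h at 37 °C | Signal: Epi absorbance | Evaluation: Percent inhibition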
ABHD4 inh: inhibitors of mouse ABHD4; purified mABHD4, FP-Rh probe fluorescence polarization; 0.54% of 370,000 active; inhibition, % at 8.92 µM; Q8VD66; AID 720543;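 active = inhibition exceeding the mean over every tested compound plus 3 SD, cut at about 30% in these data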;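 also: 0% = plate median of compound wells and 100% = S159A mutant with DMSO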
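Assay system: mouse ABHD4 enzyme, wild type / Also added: fluorescent activity-based probe FP-Rh / Doses: single nominal dose of 8.92 µM, 0.89% DMSO final / Timing: 45 min compound pre-incubation plus 60 min probe step, 25 °C / Signal: FP readout, ex 525 nm / em 598 nm / Control set: S159A mutant/DMSO as 100%, compound-well median as 0%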
LEDGF integ inh: blocks HIV-1 LEDGF/p75-dependent DNA integration | 0.64% of 370,000 active | TR-FRET IN-LEDGF/p75 DNA integration, Eu/Cy5 | inhibition, % at 3.7 µM;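 active = inhibition above the screen-wide mean plus 3 SD, cut at about 13% in these data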;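 also: signal is the Cy5 over europium emission ratio at 671 and 618 nm; 0% = plate median of compound wells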
PRMT1 inh: blocks human protein arginine methyltransferase 1; AID 652257; Q99873; 1.3% of 370,000 active; recombinant PRMT1, activity-based probe fluorescence polarization; inhibition, % at 2.79 µM;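 active = inhibition above about 21% made by adding two undisclosed values, limit read from the data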
HTRA1 inhibitor: inhibitors of human serine peptidase HTRA1. Q92743. 0.5% of 340,000 active. inhibition, % at 5.96 µM. recombinant HTRA1, FP-rhodamine activity-based probe, fluorescence polarization; in the data active = inhibition above about 36%;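 also: 0% = enzyme with DMSO and 100% = wells lacking enzyme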
Target sequence (Q92743 whole entry, looked up): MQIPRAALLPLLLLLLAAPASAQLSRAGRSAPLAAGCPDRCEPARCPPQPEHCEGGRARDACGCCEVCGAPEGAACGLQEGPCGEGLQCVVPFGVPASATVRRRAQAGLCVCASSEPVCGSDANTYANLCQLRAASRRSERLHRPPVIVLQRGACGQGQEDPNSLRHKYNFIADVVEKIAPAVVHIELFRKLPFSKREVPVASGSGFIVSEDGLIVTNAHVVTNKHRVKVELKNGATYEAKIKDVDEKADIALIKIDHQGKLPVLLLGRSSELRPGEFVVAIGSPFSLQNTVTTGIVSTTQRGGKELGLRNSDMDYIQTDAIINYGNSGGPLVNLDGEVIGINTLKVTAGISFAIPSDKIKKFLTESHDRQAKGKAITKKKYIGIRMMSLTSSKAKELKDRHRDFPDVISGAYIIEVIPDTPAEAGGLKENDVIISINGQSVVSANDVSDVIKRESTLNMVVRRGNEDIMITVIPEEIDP
PG9 binder: PG9 antibody binding by small molecule; inhibition, % at 6.7 µM; 0.43% of 360,000 active; TR-FRET gp120-PG9 antibody binding; in the data active = inhibition above about 8.5%
SIAE inh: human SIAE inhibition, primary screen. SIAE FP-Rh probe binding, fluorescence polarization. inhibition, % at 9.66 µM. 0.69% of 370,000 active. AID 1053197;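 active = inhibition above a cutoff: mean of compounds within the control limits plus 3 SD of those, cut at about 17% in these data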;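 also: 0% = plate median of compound wells and 100% = probe without SIAE protein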
TCR CD3 inh: blocks the human TCR-CD3 interaction; TAMRA-labeled TCR probe fluorescence, biochemical; inhibition, % at 9.4 µM; 0.37% of 360,000 active; in the data active = inhibition above about 19%;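 also: recombinant mutant TCR 2C K166C tagged with TAMRA read by polarization; 0% = receptor in buffer alone and 100% = receptor with positive control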
Rev-erbA mod: modulates human Rev-erb alpha binding to DNA. 0.79% of 370,000 active. activity, % at 10 µM. Rev-erbα–FITC-DNA binding, fluorescence polarization, 90 min. AID 1259318. P20393;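 active = activity above about 14%, limit read from the data; passing the limit was not always enough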;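 also: 0% = DMSO wells with 35 nM protein and 100% = DMSO wells with 750 nM protein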
Numbers without * were called inactive; · = not tested or not shown.

structure,SIAE inh,LEDGF integ inh,TDP2 absorb,PRMT1 inh,ABHD4 inh,HTRA1 inhibitor,PG9 binder,rCAG binder,TCR CD3 inh,Rev-erbA mod
COCC1CCCCN1C(=O)c1ccc2oc(CCCc3ccccc3)nc2c1 (configuration not stated),-2,-9,-12,1,2,-2,0.2,-11,-6,-4
Cc1ccc(NS(=O)(=O)c2ccc3c(c2)NC(=O)CCS3)c(C)c1,6,-1,-14,0,10,-3,1.9,1,4,-1
CCc1cccc2c(C(=O)CSc3nnc(-c4ccncc4)n3C)c[nH]c12,2,-2,-2,-1,-8,-27,-3.7,7,-7,-1
CC(C)CC1COC(=O)N1 (configuration not stated),-2,3,-12,-2,-5,5,-1.5,2,7,-4
COC(=O)C(Cc1cnc(Cl)s1)(C(=O)OC)c1ccc(C(F)(F)F)cc1[N+](=O)[O-],2,2,-5,0,-1,-5,-2.1,-3,1,-1
O=C(NCCc1nnc2ccc(NCC3CCCO3)nn12)c1ccccc1 (configuration not stated),-13,-3,-10,-1,3,3,-0.5,2,7,-3
CC(=O)NCCc1nc2cc(NC(=O)c3ccccc3Cl)ccc2n1C,-15,4,-3,-10,4,-5,-1.9,1,-2,-1
Cn1c(NC(=O)Cc2cccc3ccccc23)cc(=O)n(C)c1=O,-1,5,-16,-5,-5,-2,0.7,11,-3,2
CC(C)(C)C(=O)/C=c1\[nH]c(=O)/c(=C\c2ccccc2F)s1,-5,-1,-8,8,1,-6,-0.1,7,0,2
Cn1c(=O)c(C(=O)NCc2ccc(Cl)cc2)c(O)c2ccccc21,-8,-2,7,1,1,-1,1.5,0,2,5
COCCCNC(=O)CCn1c(=O)c2ccccc2n(CC(=O)Nc2cc(Cl)ccc2C)c1=O,2,3,7,-2,-5,-2,1.0,1,6,-3
O=C1c2ccccc2NC(c2cccc(O)c2)N1c1ccccc1 (configuration not stated),-4,-3,-4,2,-3,-5,0.8,1,5,4
CCOC(=O)Nc1ccc(NC(=O)OCC)cc1,0,2,-14,-2,0,4,-1.1,-1,0,-5
CN(c1cc(=O)n2ccccc2n1)C1CCCCC1,4,-2,-8,-2,-3,-2,-0.8,-5,2,0
Cn1nnnc1SCC(=O)Nc1ccc2c(c1)OCCO2,0,-4,-5,-3,5,12,-0.6,3,4,-2
CCc1nc2sc3ccccc3c(=O)c2c(=O)n1Cc1ccc(OC)cc1,1,6,-9,-1,-13,-2,-2.9,2,-5,-5
CS(=O)(=O)N1CCC[C@]2(CC[C@@H](CCC#N)O2)C1,-2,-5,-1,0,6,·,·,0,·,-4
COc1ccc(C(=O)COC(=O)CNC(=O)c2ccc(OC)cc2)cc1,7,3,12,1,-1,1,-1.4,-3,5,-1
O=C1Nc2cccc3c2N(CCC3)C2=C1CCC2,4,-1,-1,15,11,10,-1.4,8,6,-4
Cc1c(NC(=O)CSc2cccc3cccnc23)c(=O)n(-c2ccccc2)n1C,16,-2,2,4,0,9,-2.2,3,2,1
O=C(Oc1cccc(NC(=O)c2ccccc2Cl)c1)c1ccc([N+](=O)[O-])cc1,-6,2,4,0,-16,2,1.0,4,3,10
COC(=O)c1ccccc1NC(=O)C1CCCN(S(C)(=O)=O)C1 (configuration not stated),3,-2,2,-1,1,4,0.9,-6,-7,0
O=C(COC(=O)c1c(F)cccc1F)NCc1cccs1,-4,-4,-8,2,0,4,0.4,0,2,1
COc1ccc(-c2[nH]c(-c3ccc4c(c3)OCO4)nc2-c2ccccc2)cc1,21*,0,-4,-1,15,18,-0.8,6,0,-4
CC(C)CC1C(=O)N(Cc2cn(CCC3OCCCO3)nn2)CCS(=O)(=O)N1Cc1ccc(-c2cccc(N(C)C)c2)cc1 (configuration not stated),4,-1,-4,-2,-2,-3,-0.2,6,-1,-5
O=C(NCCCn1ccnc1)C(=O)NCC1OCCN1S(=O)(=O)c1ccc(Br)cc1 (configuration not stated),1,-1,-3,-1,-7,7,-0.7,0,-5,-2
COc1ccccc1-c1csc(C(O)c2ccccc2)n1 (configuration not stated),5,2,-1,0,-6,·,-1.4,0,-4,4
NC(=O)CN1CCN(CCN2C(=O)c3cccc4cccc(c34)C2=O)CC1,-1,2,0,-2,-2,3,-2.9,-3,2,-7
O=C(Nc1ccc2c(c1)C(=O)NC2=O)c1ccccc1Cl,-2,-1,5,-7,-4,2,0.2,1,8,-4
O=C(COC(=O)c1cccc(NS(=O)(=O)c2ccc(F)c(F)c2)c1)NC(=O)NC1CCCC1,-7,-1,-12,2,-10,7,-0.1,36*,7,-4

Three consecutive compounds already listed, quoted:
structure,SIAE inh,LEDGF integ inh,TDP2 absorb,PRMT1 inh,ABHD4 inh,HTRA1 inhibitor,PG9 binder,rCAG binder,TCR CD3 inh,Rev-erbA mod
O=C1Nc2cccc3c2N(CCC3)C2=C1CCC2,4,-1,-1,15,11,10,-1.4,8,6,-4
Cc1c(NC(=O)CSc2cccc3cccnc23)c(=O)n(-c2ccccc2)n1C,16,-2,2,4,0,9,-2.2,3,2,1
O=C(Oc1cccc(NC(=O)c2ccccc2Cl)c1)c1ccc([N+](=O)[O-])cc1,-6,2,4,0,-16,2,1.0,4,3,10

Later entries.
structure,SIAE inh,LEDGF integ inh,TDP2 absorb,PRMT1 inh,ABHD4 inh,HTRA1 inhibitor,PG9 binder,rCAG binder,TCR CD3 inh,Rev-erbA mod
CCOc1ccc(OCCCCn2cnc3ccccc3c2=O)cc1,4,3,2,-4,-2,1,-0.7,-3,9,1
Cc1ccc(Oc2nc(-c3ccccn3)nc3ccccc23)cc1,2,0,9,-1,-6,·,0.8,-1,3,3
COc1ccc(-c2ccc(N3C(c4ccsc4)=Cc4ccc(F)cc4C3c3c[nH]c4ccccc34)cc2)cc1 (configuration not stated),1,3,-3,-1,2,·,2.4,16,0,-3
NCCCCC(N)c1cn([C@@H](CCC(=O)O)C(=O)N2CCNCC2)nn1 (some centres not stated),-10,1,-14,-1,-9,-8,-4.3,1,7,2
CCOC(=O)C1(Cc2ccccc2)CCN(Cc2cccc3nccnc23)CC1,-1,0,1,-1,0,-1,-0.1,-8,4,-5
CCCCc1n[nH]c2c1/C(=N/O)CC(c1ccccc1)C2 (configuration not stated),-3,-1,3,-2,4,-6,-0.2,-5,12,0
CC(C)c1cccc(C(C)C)c1NC(=O)COC(=O)[C@H](C)NC(N)=O,-7,7,0,-2,-6,-4,-0.4,-1,-1,-2
Cc1ccc(C(=O)NCCc2cccs2)cc1,4,-4,-5,-4,0,-1,-2.5,-4,2,6
CCCc1cc(=O)[nH]c(SCC(=O)c2ccc3c(c2)OCCO3)n1,7,4,-7,3,-5,-9,-1.8,9,-8,1
CC(=O)Nc1cc(C(=O)NCc2ccco2)ccc1Sc1ccc(C)cc1,-2,3,-9,-1,-4,4,0.0,0,2,1
CCc1ccc(C2C(C#N)=C(N)Oc3n[nH]c(CC(=O)OC)c32)cc1 (configuration not stated),4,-3,-11,4,-15,3,0.2,3,-6,1
O=C(Cc1ccccc1)NCCc1c[nH]c2ccccc12,5,1,8,-2,8,0,0.1,-1,4,-2
O=C(Cc1ccccc1)Nc1ccc(C(=O)O)cc1,5,0,17,1,-2,1,-0.5,-1,1,4
COc1cc(NC(=O)Cn2cnc(C(=O)Nc3ccc(C)c(C)c3)n2)cc(OC)c1OC,-13,2,5,-1,6,8,-0.7,2,-3,-7
CCCC[C@H](C(=O)N(C)c1ccccc1)[C@@H](O)c1ccc(C(C)=O)cc1,-5,8,1,-4,4,·,·,-4,·,1
COC(=O)[C@]12CCCCC=C1N(Cc1ccccc1)C(=O)[C@H](CC(=O)NCCCN1CCCC1=O)C2,-4,-9,-4,6,-3,·,-0.5,-1,-2,1
CCC(CO)Nc1ccc(-c2n[nH]c(=O)c3ccccc23)cc1[N+](=O)[O-] (configuration not stated),-5,0,6,2,5,0,1.9,1,1,12
CC(=O)c1c(C)[nH]c(C(=O)Nc2ccc(Cl)cc2F)c1C,-2,-1,7,0,2,-2,0.1,0,3,5
Cc1nn(C(=O)CNS(=O)(=O)c2ccccc2)c(C)c1Sc1ccc(Cl)cc1,5,1,-5,1,-3,-18,-1.9,-6,8,6
C=C(C)Cn1c(-c2cccc([N+](=O)[O-])c2)n[nH]c1=S,10,-4,1,2,0,2,2.8,5,2,-3
O=C(N/N=C/c1ccccn1)C(=O)N1CCCCCC1,1,0,-15,2,3,11,1.0,0,-4,0
COc1cc(OC)cc(-c2c(-c3ccc(F)cc3)c3cc(-c4ccc5[nH]ccc5c4)ccc3n2C)c1,-1,0,6,-1,2,3,0.1,21,0,-2
CCN(CC)c1ccc(/C=N/NC(=O)c2ccoc2C)cc1,7,4,1,-4,-5,5,-9.7,-6,-8,2
O=C(c1ccc(Cl)cc1)[C@@H]1[C@@H]2C(=O)N(c3ccc(Cl)cc3)C(=O)[C@@H]2C2c3ccccc3C=NN21 (some centres not stated),-12,-3,-2,5,-8,-8,-0.2,4,-11,2
CC(C)(C)OC(=O)NCCCCCNC(=O)c1nc[nH]c1C(=O)N1CCN(C(=O)OC(C)(C)C)CC1,-6,-4,-8,0,6,4,0.2,-11,10,0
CCN1C(=O)C2(/C(=C(\O)c3ccc4c(c3)OCCO4)C(=O)C(=O)N2CCCOC)c2ccccc21 (configuration not stated),0,-2,-2,-3,4,3,1.9,7,3,0
COc1cccc(-c2nn(-c3ccccc3)cc2C(=O)n2nnc3ccccc32)c1,2,-5,-12,-1,6,-2,-0.3,3,2,-5
O=C(COc1ccc(Br)cc1)N/N=C1\SCC(=O)N1c1ccc(F)cc1,4,-2,-11,2,-3,-2,-0.8,3,-2,7
O=C(C[C@@H]1C/C=C\CCCC(=O)OC[C@@H](c2ccccc2)NC1=O)NCCO,2,-1,-4,0,3,2,-3.9,-3,-1,-2
Cn1c(=O)c2c(SCC(=O)NCC3CCCO3)nc(CC(C)(C)C)nc2n(C)c1=O (configuration not stated),-1,2,-18,-1,0,8,-1.9,-9,-3,-4
Cc1ccc(C(=O)NNc2ncnc3ccccc23)cc1,6,1,0,-3,2,-1,0.3,2,2,5
CCOc1ccc(Oc2ccc(Cl)cc2NC(=O)CCNC(C)=O)cc1,-6,3,2,-2,4,2,-0.4,-5,-1,-5
CN(c1ccccc1)S(=O)(=O)c1ccc(NC(=O)COc2ccccc2)cc1,-14,0,9,-2,-23,-38,-3.2,1,7,0
c1ccc(-c2nc(N3CCNCC3)nc3ccccc23)cc1,1,-2,3,-3,3,0,-1.1,5,4,-1
CCOC(=O)N1CCN(C(=O)C[C@@H]2C[C@@]3(C(=O)OC)CC(C)(C)CC=C3N(Cc3ccc4c(c3)OCO4)C2=O)CC1,-3,0,7,4,-5,·,-0.5,1,5,1
CCOC(=O)C(NC(=O)c1ccccc1)(Nc1cccc(C)n1)C(F)(F)F (configuration not stated),1,0,2,2,-4,-11,-2.7,-5,6,2

Assay outcomes deposited in PubChem BioAssay by several laboratories.

Only part of the results is shown; count on the stated rates, not on these rows.
